CHT PAM: human CHT allosteric activation | Q9GZV3 | CHT-expressing cells, membrane potential dye, choline EC20; active compounds read high; LV-AA mutant CHT in HEK293 cells | B-score at 10 µM | 310,000 tested, 0.49% active;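 active = initial fluorescence not abnormally high and integrated response B-score, plate-corrected, over 3 SD above library mean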
Target sequence (Q9GZV3 whole entry, looked up): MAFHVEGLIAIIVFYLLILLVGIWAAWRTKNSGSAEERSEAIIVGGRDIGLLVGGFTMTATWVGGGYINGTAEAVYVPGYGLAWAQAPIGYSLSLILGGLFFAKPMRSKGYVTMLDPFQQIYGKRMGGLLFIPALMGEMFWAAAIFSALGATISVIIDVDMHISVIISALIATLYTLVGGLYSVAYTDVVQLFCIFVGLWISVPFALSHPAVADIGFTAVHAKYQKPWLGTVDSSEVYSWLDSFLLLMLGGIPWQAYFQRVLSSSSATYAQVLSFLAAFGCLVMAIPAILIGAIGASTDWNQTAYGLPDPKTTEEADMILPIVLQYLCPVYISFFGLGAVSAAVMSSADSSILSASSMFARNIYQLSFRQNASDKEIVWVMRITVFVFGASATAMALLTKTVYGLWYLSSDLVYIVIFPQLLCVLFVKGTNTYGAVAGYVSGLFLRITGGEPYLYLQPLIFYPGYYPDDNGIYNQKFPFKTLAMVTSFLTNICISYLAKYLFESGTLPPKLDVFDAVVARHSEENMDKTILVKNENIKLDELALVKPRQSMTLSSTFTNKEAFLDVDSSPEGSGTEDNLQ
OX1R antag: blocks the human orexin 1 receptor; O43613; CHO/OX1R cells, Fluo-8 calcium fluorescence, orexin A; inhibition, % at 5 µM; 330,000 tested, 0.43% active; AID 434989;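 active = inhibition above its plate's threshold, mean inhibition of all tested compounds on the plate plus 3 SD, cut at about 37% in these data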;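 also: 0% = orexin A challenge wells and 100% = SB-334867-A antagonist wells; not every result past the cut was called active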
Target sequence (O43613 whole entry, looked up): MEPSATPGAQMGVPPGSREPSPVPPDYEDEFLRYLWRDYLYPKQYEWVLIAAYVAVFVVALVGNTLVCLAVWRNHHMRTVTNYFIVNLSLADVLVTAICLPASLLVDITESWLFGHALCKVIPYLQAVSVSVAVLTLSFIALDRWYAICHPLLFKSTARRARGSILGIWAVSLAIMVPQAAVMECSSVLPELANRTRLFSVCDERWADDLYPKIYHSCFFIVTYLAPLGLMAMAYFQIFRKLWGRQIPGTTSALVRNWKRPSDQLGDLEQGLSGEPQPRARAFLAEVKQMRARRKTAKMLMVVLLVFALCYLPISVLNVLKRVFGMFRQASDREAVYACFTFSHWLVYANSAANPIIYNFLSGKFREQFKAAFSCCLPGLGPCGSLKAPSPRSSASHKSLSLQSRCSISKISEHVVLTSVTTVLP
* hit, by the source's call. Compounds were not picked by outcome; any-hit rate near 0.8%.

What do the screens show for `O=C(Nc1ccc(F)cc1)c1ccccc1F`?
CHT PAM: inactive; OX1R antag: 4

How did COc1ccc(OCC(=O)Nc2ccc3c(c2)nc(CCN2CCOCC2)n3C)cc1 do in these assays?
CHT PAM: inactive; OX1R antag: -1

What do the screens show for `COc1ccc(-c2c(C)nc(N)nc2-c2ccc(OC)cc2O)cc1`?
CHT PAM: inactive

Results for N#CC(C(=O)c1ccco1)c1ccccn1 (stereo not given) ?
CHT PAM: inactive; OX1R antag: -13

What do the screens show for `CCNS(=O)(=O)c1ccc(CCC(=O)O)cc1`?
CHT PAM: inactive; OX1R antag: 5

Results for CCN1C(=O)C(CC(=O)N2CCN(C(c3ccccc3)c3ccccc3)CC2)N(CC)C1=O (stereo not given) ?
CHT PAM: inactive; OX1R antag: -28

What do the screens show for `CCCCCNS(=O)(=O)c1cc2c3c(c1)CCC(=O)N3CCC2`?
CHT PAM: inactive; OX1R antag: -56

How did Cc1cc(C(=O)NNc2cc(Cl)ccc2Cl)no1 do in these assays?
CHT PAM: inactive; OX1R antag: -3

What do the screens show for `CSc1ccc(/C=C(/NC(=O)c2ccccc2)C(=O)NCCN2CCOCC2)cc1`?
CHT PAM: inactive; OX1R antag: -25

How did COc1ccc(C(=O)NC2CCCc3ccccc32)cc1[N+](=O)[O-] (stereo not given) do in these assays?
CHT PAM: inactive; OX1R antag: -24

How did CC(=O)c1c(C(C)=O)c(C)n(-c2ccc(N)c(C)c2)c1C do in these assays?
CHT PAM: inactive; OX1R antag: -5

What do the screens show for `Nn1c(SCC(=O)Nc2ccc3c(c2)OCO3)nnc1C(F)(F)F`?
CHT PAM: inactive; OX1R antag: -19

Results for OC(c1ccccc1)(c1ccccc1)c1ccn[nH]1 ?
CHT PAM: inactive; OX1R antag: 13

How did O=C(CSc1nnc(Cc2ccccc2)o1)NCCN1C(=O)CSC1=O do in these assays?
CHT PAM: inactive; OX1R antag: -14

Results for Cc1nn(Cc2ccccc2)c2c1C(c1ccco1)C(C#N)=C(N)O2 (stereo not given) ?
CHT PAM: inactive; OX1R antag: -25

12 compounds from above, sorted by molecular weight, high to low:
Results for CCN1C(=O)C(CC(=O)N2CCN(C(c3ccccc3)c3ccccc3)CC2)N(CC)C1=O (stereo not given) ?
CHT PAM: inactive; OX1R antag: -28

What do the screens show for `CSc1ccc(/C=C(/NC(=O)c2ccccc2)C(=O)NCCN2CCOCC2)cc1`?
CHT PAM: inactive; OX1R antag: -25

How did O=C(CSc1nnc(Cc2ccccc2)o1)NCCN1C(=O)CSC1=O do in these assays?
CHT PAM: inactive; OX1R antag: -14

What do the screens show for `Nn1c(SCC(=O)Nc2ccc3c(c2)OCO3)nnc1C(F)(F)F`?
CHT PAM: inactive; OX1R antag: -19

What do the screens show for `COc1ccc(-c2c(C)nc(N)nc2-c2ccc(OC)cc2O)cc1`?
CHT PAM: inactive

What do the screens show for `CCCCCNS(=O)(=O)c1cc2c3c(c1)CCC(=O)N3CCC2`?
CHT PAM: inactive; OX1R antag: -56

Results for Cc1nn(Cc2ccccc2)c2c1C(c1ccco1)C(C#N)=C(N)O2 (stereo not given) ?
CHT PAM: inactive; OX1R antag: -25

How did COc1ccc(C(=O)NC2CCCc3ccccc32)cc1[N+](=O)[O-] (stereo not given) do in these assays?
CHT PAM: inactive; OX1R antag: -24

What do the screens show for `CCNS(=O)(=O)c1ccc(CCC(=O)O)cc1`?
CHT PAM: inactive; OX1R antag: 5

Results for OC(c1ccccc1)(c1ccccc1)c1ccn[nH]1 ?
CHT PAM: inactive; OX1R antag: 13

What do the screens show for `O=C(Nc1ccc(F)cc1)c1ccccc1F`?
CHT PAM: inactive; OX1R antag: 4

Results for N#CC(C(=O)c1ccco1)c1ccccn1 (stereo not given) ?
CHT PAM: inactive; OX1R antag: -13

Next results:
What do the screens show for `Nc1c(C(=O)N/N=C/c2ccccc2)cnn1-c1ccccc1`?
CHT PAM: inactive; OX1R antag: -29

How did COc1ccccc1NC(=O)CSc1nnnn1C do in these assays?
CHT PAM: inactive; OX1R antag: -8

Results for CCCOc1ccc(C(=O)C(CN2CCCC2)c2ccccc2)cc1 (stereo not given) ?
CHT PAM: inactive; OX1R antag: -20

Results for CCC1CCCCN1S(=O)(=O)c1ccc(S(=O)(=O)N(Cc2ccccn2)CC2CCCO2)cc1 (stereo not given) ?
CHT PAM: inactive; OX1R antag: -20

How did COC(=O)C1CCN(CC(=O)NC(=O)Nc2ccccc2F)CC1 do in these assays?
OX1R antag: -20

How did CC(NC(=O)COC(=O)C1(C)CC1(Cl)Cl)c1ccccc1 (stereo not given) do in these assays?
OX1R antag: -14

Results for COc1ccc(CN2C(=O)c3cccnc3C2=O)cc1S(=O)(=O)NC1CCCCC1C (stereo not given) ?
CHT PAM: inactive; OX1R antag: -15

Results for C=C(C)c1ccc(C(C)(C)NC(=O)N2CCN(C)CC2)cc1 ?
CHT PAM: inactive; OX1R antag: -17

How did N/C(=N\OC(=O)Nc1cccc(C(F)(F)F)c1)c1ccno1 do in these assays?
CHT PAM: inactive; OX1R antag: -2

How did O=S(=O)(c1cccc(S(=O)(=O)N2CCC(n3nnc4ccccc43)CC2)c1)N1CCCCC1 do in these assays?
CHT PAM: inactive; OX1R antag: -19

What do the screens show for `Cc1cc(C)cc(Oc2ccccc2/C=N\O)c1`?
CHT PAM: inactive; OX1R antag: -10

What do the screens show for `COC(c1ccccc1)c1nnc(CCC(=O)NCCC(C)C)o1` (stereo not given)?
CHT PAM: inactive; OX1R antag: -4

Results for CCCCCCN=C(C)c1ccccc1O ?
CHT PAM: inactive; OX1R antag: -11

What do the screens show for `CCOC(=O)Cc1csc(NS(=O)(=O)c2ccccc2)n1`?
CHT PAM: inactive; OX1R antag: 3

How did COC(=O)C(C(=O)OC)c1ccc(N)cc1 do in these assays?
CHT PAM: inactive; OX1R antag: 2

What do the screens show for `O=C(CCNS(=O)(=O)c1ccccc1)N1CCN(c2ccccc2F)CC1`?
CHT PAM: inactive; OX1R antag: -14

Results for Cn1c(Cl)c(C(=O)Nc2ccc(Cl)cc2)c2ccccc21 ?
CHT PAM: inactive; OX1R antag: -33

Results for CCCCn1c(-c2csc(C(C)C)c2)n[nH]c1=S ?
CHT PAM: inactive; OX1R antag: -6

What do the screens show for `COc1ccc(NC2=CC(=O)CC(c3ccccc3)C2)cc1` (stereo not given)?
CHT PAM: inactive; OX1R antag: -5

Results for CN(C)N1C(N)=C(C#N)C(c2ccc(F)cc2)C2=C1CC(C)(C)CC2=O (stereo not given) ?
CHT PAM: inactive; OX1R antag: -25

What do the screens show for `O=C(O)c1cccnc1Br`?
CHT PAM: inactive; OX1R antag: 6

How did O=C(Nc1ccc(Oc2cccnc2)cc1)C1CCN(Cc2cccc(Cl)c2)CC1 do in these assays?
CHT PAM: inactive; OX1R antag: -11

Results for O=C1CC(c2ccco2)CC(O)=C1C=NCC1NCCc2ccccc21 (stereo not given) ?
CHT PAM: inactive; OX1R antag: -25

How did CNC(=O)c1c(C)noc1C do in these assays?
CHT PAM: inactive; OX1R antag: -4

How did CC(C)c1ccc(Nc2cnn(C34CC5CC(CC(CC(=O)O)(C5)C3)C4)c(=O)c2Cl)cc1 do in these assays?
CHT PAM: inactive; OX1R antag: -11

What do the screens show for `CCOC(=O)Nc1cccc(NC(=O)c2cc(OC)cc(OC)c2)c1`?
CHT PAM: inactive; OX1R antag: 3

What do the screens show for `O=C(c1cccc(S(=O)(=O)N2CCN(c3ccccc3)CC2)c1)N1CCCCCCC1`?
CHT PAM: inactive; OX1R antag: -18

What do the screens show for `CCOc1ccc(-c2nc3n(c(=O)c2C#N)CCCS3)cc1`?
CHT PAM: inactive; OX1R antag: -8

What do the screens show for `COC(=O)c1ccc(Nc2cc(C)nc3ncnn23)cc1`?
CHT PAM: inactive; OX1R antag: -10

What do the screens show for `CCCCCN(C(=O)CCC(=O)OCC(=O)N(CC#N)c1ccccc1)c1c(N)n(CCCC)c(=O)[nH]c1=O`?
CHT PAM: inactive; OX1R antag: -15

How did Cc1ccc(Nc2nc(N)c([N+](=O)[O-])c(NCCO)n2)cc1 do in these assays?
CHT PAM: inactive; OX1R antag: -13

How did CCC(C(=O)OC)n1cnc2c(nnn2-c2cccc(Cl)c2)c1=O (stereo not given) do in these assays?
CHT PAM: inactive; OX1R antag: -23

What do the screens show for `CC(=O)Nc1ccc(NC(=O)c2sc3nc4c(c(-c5ccc(C)cc5)c3c2N)CCC4)cc1`?
CHT PAM: inactive; OX1R antag: -39

How did O=C(NCCN1CCN(C(=O)c2cccc(Br)c2)CC1)C(=O)NCc1ccccc1 do in these assays?
CHT PAM: inactive; OX1R antag: -19

How did COc1ccc(C(=O)Nc2ccc(-c3nnn(CC(=O)N4CCN(C(=O)c5ccco5)CC4)n3)cc2)cc1 do in these assays?
CHT PAM: inactive; OX1R antag: -14

What do the screens show for `COc1ccc(OC)c(C(=O)COC(=O)c2ccc(C)o2)c1`?
CHT PAM: inactive; OX1R antag: -27

How did CCOc1ccc(N2C(=O)C3C4C=CC(CC4)C3C2=O)c([N+](=O)[O-])c1 (stereo not given) do in these assays?
CHT PAM: inactive; OX1R antag: -37

How did Cc1[nH]c2c(C)cccc2c(=O)c1CN1CCCCCC1 do in these assays?
CHT PAM: inactive; OX1R antag: 5

Results for S=c1[nH]nc(-c2cc(-c3ccccc3)n[nH]2)n1/N=C/c1cccc(Cl)c1 ?
CHT PAM: inactive; OX1R antag: -8

How did CC1Cc2cc(/C(O)=C3/C(=O)C(=O)N(CCCn4ccnc4)C3c3ccc(Br)cc3)ccc2O1 (stereo not given) do in these assays?
CHT PAM: inactive; OX1R antag: -22

What do the screens show for `CN(C)c1nc(NC(C)(C)C)nc(SCC(=O)Nc2ccccc2)n1`?
CHT PAM: inactive; OX1R antag: -30

What do the screens show for `COC(=O)c1cccc(NC(=O)CSc2nnc(C)n2C)c1`?
CHT PAM: inactive; OX1R antag: -3

Results for O=C(Cn1nc(-c2ccc(Cl)cc2)c2ccccc2c1=O)Nc1cccnc1 ?
CHT PAM: inactive; OX1R antag: -32

How did CN(C)/C=N/C(=S)Nc1ccc(Cl)cc1Cl do in these assays?
CHT PAM: inactive; OX1R antag: -10

Results for NNC(=O)C1CCN(S(=O)(=O)c2ccc(Cl)cc2)CC1 ?
CHT PAM: inactive; OX1R antag: -22

Results for COc1ccc(Cl)cc1NC(=O)CCN1CCN(c2ccccc2C)CC1 ?
CHT PAM: inactive; OX1R antag: 5

How did O=C(O)Cc1sc(NC2CCCCC2)nc1-c1ccc(Cl)cc1 do in these assays?
CHT PAM: inactive; OX1R antag: 16

What do the screens show for `COc1ccc(S(=O)(=O)c2c(O)c3ccc(C(=O)Nc4ccccc4)cc3[nH]c2=O)cc1`?
CHT PAM: inactive; OX1R antag: -32

What do the screens show for `Cc1ccc(NC(=O)CN(C)C(=O)COC(=O)C2=COCCO2)cc1`?
CHT PAM: inactive; OX1R antag: -10

Results for CCCN(C(=O)CSc1nnnn1-c1ccccc1OC)C1CCS(=O)(=O)C1 (stereo not given) ?
CHT PAM: inactive; OX1R antag: -23

What do the screens show for `Cc1ccc(C(=O)N/N=C/c2ccc([N+](=O)[O-])s2)cc1`?
CHT PAM: inactive; OX1R antag: -3

Results for COc1ccc(NC(=O)COC(=O)c2c(F)cccc2Cl)cc1OC ?
CHT PAM: inactive; OX1R antag: -4

What do the screens show for `Cc1ccc2c(c1)C1CN(C)CCC1N2C(=O)c1ccccc1NS(=O)(=O)c1ccc(F)cc1` (stereo not given)?
CHT PAM: inactive; OX1R antag: -22

Results for O=C(CSc1nccn1-c1ncc(C(F)(F)F)cc1Cl)c1ccc(Br)cc1 ?
CHT PAM: inactive; OX1R antag: 1

Results for CC(C)(C)c1ccc(C(=O)NCC(=O)O)cc1 ?
CHT PAM: inactive; OX1R antag: -15

What do the screens show for `Cc1ccc(C)c(NC(=O)CN(C)C(=O)c2ccc(-n3cncn3)c([N+](=O)[O-])c2)c1`?
CHT PAM: inactive; OX1R antag: -11

What do the screens show for `COC(=O)[C@H](CCSC)NC(=O)Nc1ccc(OC)c(Cl)c1`?
CHT PAM: inactive; OX1R antag: -15

What do the screens show for `CCC(CO)Oc1cc(NC(=O)c2cccc(OC)c2)c2ncn(C(C)C)c2c1` (stereo not given)?
OX1R antag: -4

How did O=C(Nc1ccc(OC(F)F)c(Cl)c1)c1ccccn1 do in these assays?
CHT PAM: inactive; OX1R antag: -22

Results for Cc1ccc(NC(=O)C2CC(=O)NC(N3CCCCC3)=N2)cc1Cl (stereo not given) ?
CHT PAM: inactive; OX1R antag: -5

What do the screens show for `Cc1cc(SCC(=O)N/N=C/c2ccc(O)cc2O)c(C)cc1Br`?
CHT PAM: inactive; OX1R antag: 10

What do the screens show for `CCN1CCN(C(c2ccc(OC)cc2)C(O)C(=O)c2c[nH]c3ccccc23)CC1` (stereo not given)?
CHT PAM: inactive; OX1R antag: -13

How did CCOCCCNC(=O)/C=C1\Sc2ccccc2N(Cc2ccccc2F)C1=O do in these assays?
CHT PAM: inactive; OX1R antag: -10

What do the screens show for `COc1ccccc1-c1ccc(=O)n(CC(=O)NCc2ccco2)n1`?
CHT PAM: inactive; OX1R antag: 0

Results for Cn1c(=O)c2c(SCCN3CCOCC3)nc(C3CCCC3)nc2n(C)c1=O ?
CHT PAM: 7.4*; OX1R antag: -22

What do the screens show for `COc1ccc(N(CC(=O)NCc2ccco2)S(C)(=O)=O)cc1OC`?
CHT PAM: inactive; OX1R antag: 1

What do the screens show for `O=C(NCC1CCCO1)c1nn2c(C(F)(F)F)cc(-c3cc(Br)cs3)nc2c1Br` (stereo not given)?
CHT PAM: inactive; OX1R antag: -40

What do the screens show for `CN(C(=O)CSc1nnc(-c2ccco2)o1)C1CCCCC1`?
CHT PAM: inactive; OX1R antag: 6

Results for COC1(c2cc(-c3ccccc3)nc(N)n2)CCCCC1 ?
CHT PAM: inactive; OX1R antag: -27

How did Cc1cccc(N(C(=O)c2snc(C(N)=O)c2N)C(C(=O)NCC2CCCO2)c2ccc3ncccc3c2)c1 (stereo not given) do in these assays?
CHT PAM: inactive; OX1R antag: -36
